PI5P4K alpha inh: qHTS for Inhibitors of phosphatidylinositol 5-phosphate 4-kinase (PI5P4K); Phosphatidylinositol 5-phosphate 4-kinase type-2 alpha (Homo sapiens), P48426; PI5P4Kalpha enzyme, ADP-Glo luminescence, 60 min; active compounds read low; max response, %; actives 1.2% (n = 330,000); active = max response of -50% or lower; inconclusive = between -30% and -50%; inactive = -30% or higher; also: value at the top dose of about 77 µM; % is scaled to controls: 0 for no effect and ±100 for the full control effect
Target sequence (P48426 whole entry, looked up): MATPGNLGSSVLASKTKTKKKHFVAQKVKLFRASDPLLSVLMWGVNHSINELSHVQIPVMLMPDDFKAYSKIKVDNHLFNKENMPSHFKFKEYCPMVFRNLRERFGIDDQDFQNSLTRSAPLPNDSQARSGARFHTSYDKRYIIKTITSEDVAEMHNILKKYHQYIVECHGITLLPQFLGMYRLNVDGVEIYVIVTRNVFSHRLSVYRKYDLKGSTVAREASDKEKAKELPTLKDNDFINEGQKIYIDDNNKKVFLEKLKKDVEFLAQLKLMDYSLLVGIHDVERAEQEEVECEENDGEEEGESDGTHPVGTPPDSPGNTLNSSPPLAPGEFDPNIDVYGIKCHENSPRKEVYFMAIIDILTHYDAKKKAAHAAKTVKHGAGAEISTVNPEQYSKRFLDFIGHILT
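Quantitative HTS of the MLSMR library against PI5P4Kalpha with substrate. ATP added last at 5 microM final; room temperature, 60 minutes. Remaining ATP depleted, ADP converted and read as luminescence.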
EPAC1 antagonist: qHTS for Antagonist of cAMP-regulated guanine nucleotide exchange factor 3 (EPAC1): primary screen. Rap guanine nucleotide exchange factor 3 (Homo sapiens), O95398. EPAC1 GEF assay, Rap1b-BODIPY-GDP exchange fluorescence. Potency, µM (top dose mostly 115 µM), for inactives: at the highest dose activity change, negative = inhibition, most hits filed as inhibitors. actives 0.14% (n = 360,000);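 also: potency is read from the fitted curve at half-maximal effect; plate controls were vehicle for no effect and positive control for full effect; nearly all actives have a fitted effect of over 50% in size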
CCT chaperon mod: High-Throughput Screening for Modulators of Cytosolic Chaperonin Activity | actives 0.3% (n = 360,000) | purified chaperonin ATPase assay, HTRF ADP detection, 30 min | activity change, % (concentration not given with the values), hits read low | AID 651819, 2012; in the data active = activity change below about -30%; also: % is scaled to controls: 0 for no effect and ±100 for the full control effect
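Nucleotide hydrolysis assay: TRiC at 20–40 nM final (set by batch activity) with 10 uM ATP, 30 min at 37 °C, in presence of 76 uM compound. Detection by competitive ADP HTRF, 30 min ambient.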
IL-2 act: qHTS of IL-2 Activators | IL-2 activation reporter assay, cell-based qHTS; stimulated with anti-CD3/CD4/CD28 beads; in transgenic mouse T cells | activation, % (series mostly up to about 46 µM) | actives 0.065% (n = 360,000) | AID 652025, 2013; in the data active = activation above about 50%; inconclusive = mostly about 30% to 49%; also: 0% is about no effect
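Quantitative HTS in unstimulated transgenic mouse T cells, with memory T cells as non-tolerant control and PMA/ionomycin as tolerance-bypass control. Compound pretreatment lasted 60 minutes before 18 h bead stimulation; EGFP/DsRed fluorescence read.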
PLK1 PBD block: qHTS for Inhibitors of PLK1-PDB (polo-like kinase 1 - polo-box domain): Primary Screen | Serine/threonine-protein kinase PLK1 (Homo sapiens), P53350 | Plk1 PBD binding of FITC phosphopeptide, fluorescence polarization | Potency, µM, inactives show max response, negative = inhibition, usual class: inhibitors | actives 2.8% (n = 360,000); also: potency is read from the fitted curve at half-maximal effect; series mostly up to about 57 µM; % is scaled to controls: 0 for no effect and ±100 for the full control effect; nearly all actives have a fitted effect of over 65% in size
Target sequence (P53350 whole entry, looked up, the tested form may be a part): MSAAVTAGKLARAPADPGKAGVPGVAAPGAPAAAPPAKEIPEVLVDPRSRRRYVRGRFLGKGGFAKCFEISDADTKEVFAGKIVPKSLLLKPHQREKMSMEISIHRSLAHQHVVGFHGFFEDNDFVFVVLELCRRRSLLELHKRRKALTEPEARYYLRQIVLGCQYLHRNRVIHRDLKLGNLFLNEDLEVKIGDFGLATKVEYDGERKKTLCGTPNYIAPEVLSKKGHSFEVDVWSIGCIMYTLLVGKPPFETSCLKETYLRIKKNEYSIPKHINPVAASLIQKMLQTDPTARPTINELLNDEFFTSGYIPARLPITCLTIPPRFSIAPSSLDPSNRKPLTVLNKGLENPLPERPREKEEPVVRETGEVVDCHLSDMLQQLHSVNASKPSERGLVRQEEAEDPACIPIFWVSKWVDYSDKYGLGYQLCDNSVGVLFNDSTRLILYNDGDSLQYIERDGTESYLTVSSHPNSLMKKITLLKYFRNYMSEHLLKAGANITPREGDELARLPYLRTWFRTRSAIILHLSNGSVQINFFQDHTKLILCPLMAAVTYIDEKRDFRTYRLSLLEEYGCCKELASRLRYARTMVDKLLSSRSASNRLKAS
EPAC2 ag: qHTS for Agonist of cAMP-regulated guanine nucleotide exchange factor 4 (EPAC2): primary screen | EPAC2 activation, biochemical qHTS; response scale: 100% = 6.5 mM cAMP response | actives 0.079% (n = 360,000) | Potency, µM (top dose mostly 154 µM), inactives show at the highest dose activation, actives largely listed as activators | Rap guanine nucleotide exchange factor 4 (Homo sapiens), Q8WZA2; also: potency is read from the fitted curve at half-maximal effect; nearly all actives have a fitted effect of over 50% in size
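qHTS, titration series. 100 nM EPAC2 / 250 nM Rap1B-BODIPY-GDP / 50 uM GDP; RT; ex 480/em 540 nm, 5-min reads to 30 min. Norm. to 6.5 mM cAMP = activation.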
EPAC1 ag: qHTS for Agonist of cAMP-regulated guanine nucleotide exchange factor 3 (EPAC1): primary screen | Rap guanine nucleotide exchange factor 3 (Homo sapiens), O95398 | EPAC1 agonist qHTS, biochemical assay; response scale: 100% = response to 6.5 mM cAMP | Potency, µM (titrated, usually from 154 µM), for inactives: at the top dose activation, hits mostly activators | actives 0.073% (n = 360,000) | AID 720707, 2013; also: potency is read from the fitted curve at half-maximal effect; nearly all actives have a fitted effect of over 60% in size
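Multi-concentration qHTS readout: loss of Rap1B-bound BODIPY-GDP fluorescence driven by 100 nM EPAC1 with excess GDP (50 uM), monitored kinetically at room temperature; agonist response expressed relative to 6.5 mM cAMP.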
WRN inhibitor: qHTS for Inhibitors of WRN Helicase; Bifunctional 3'-5' exonuclease/ATP-dependent helicase WRN (Homo sapiens), Q14191; WRN helicase unwinding, fluorescent forked duplex, kinetic; Potency, µM (series often up to 114 µM), without a hit: at the highest dose activity change, negative = inhibition, actives largely listed as inhibitors; actives 0.46% (n = 360,000); also: potency is read from the fitted curve at half-maximal effect; % is scaled to controls: 0 for no effect and ±100 for the full control effect; nearly all actives have a fitted effect of over 55% in size
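Kinetic fluorescence helicase assay: unwinding of a quenched forked DNA duplex (100 nM final) with 2 mM ATP final raises red fluorescence (525/598 nm). Compounds sat 15 min at room temperature with 20 nM WRN beforehand.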
Starred values were filed as active, the others as inactive; u = inconclusive; x = not tested or not shown; & = joins results of further samples; [ ] = another dose, or the depositor's remark. Unless noted, calls follow the shape of the dose curve; as a rule, active = well fitted curve in the direction sought with a large enough effect; inconclusive = small, poorly fitted or top-dose-only effect, or another doubt; inactive = no such curve, though single readings can be large; an effect the other way counts as inactive or inconclusive. An excerpt, so the mix of outcomes need not match the whole.

SMILES	PI5P4K alpha inh	EPAC1 antagonist	CCT chaperon mod	IL-2 act	PLK1 PBD block	EPAC2 ag	EPAC1 ag	WRN inhibitor
CCOC(=O)COn1c(=O)c(=O)n(OC)c2ccccc21	3	-5%	-0.5	0.5	u	6%	-2%	-3%
CC(NC(=O)CN(C)CC(=O)Nc1ccccc1Br)c1ccccc1 (stereo unspecified)	0	4%	-3.0	0.5	-6%	13%	8%	4%
Cc1cnc(C(=O)NCC(=O)Nc2ccccc2Br)cn1	-26	-7%	0.8	-0.5	-11%	-4%	5%	-4%[11.6 µM]
CC(=O)Oc1ccc(N2C(=O)C3C4C=CC(O4)C3C2=O)cc1 (stereo unspecified)	x	5%	-2.5	-1.8	-12%	7%	-5%	-4%[57.1 µM]
O=[N+]([O-])c1ccc(N2CCC(O)CC2)nc1	3	-8%	-0.5	-1.7	-18%	2%	-10%	-10%
CC1O[C@@H]2O[C@](O[C@H](C)CC[C@@H](C)O)(c3ccccc3)O[C@@H]2C[C@H]1O (stereo partly specified)	-3	-9%	-2.5	-0.7	-13%	5%	-10%	5%
O=C(Nc1ccccc1)Nc1nnc(SCc2ccc(Cl)cc2)s1	7	15%	-0.2	-0.1	-6%	-1%	21%	-10%
CCCCCCNC(=O)CSc1nccn1Cc1ccccc1	x	0%	1.6	-1.6	-4%	3%	-2%	2%
C/C(CC(=O)Nc1ccc(Cl)c(Cl)c1)=N\NC(N)=S	2	-24%	0.0	0.0	-21%	1%	0%	-2%
Nc1nc(F)cc(NCc2ccccc2)n1	4	4%	-0.5	0.0	-4%	4%	3%	-3%
Cc1ccc(N(CC(N)=O)C2SC(=O)N(C)C2=O)cc1 (stereo unspecified)	0	-1%	-2.2	-2.2	-10%	-4%	1%	7%
Cc1c(C)n(Cc2ccccc2)c2ccc(C(=O)OCCCN(C)C)cc12	1	-19%	-3.8	-3.9	-9%	-4%	6%	-2%
CC1CC(C)(C)n2c(O)c(N=NC(N)=S)c3cccc1c32 (stereo unspecified)	-2	2%	2.2	-3.8	1%	12%	3%	-3%
COCCN1C(=O)C(=O)/C(=C(/O)c2ccc3c(c2)OCCO3)C1c1ccc(C(=O)OC)cc1 (stereo unspecified)	5	3%	1.7	0.0	-9%	16%	-2%	12%
Cn1cnnc1SCc1ccc(C#N)cc1Cl	x	3%	-1.1	-1.8	-7%	4%	11%	6%
O=Nc1c(O)n(Cc2ccc(Cl)c(Cl)c2)c2ccccc12	-6	-21%	-6.0	-3.3	-8%	9%	u	1%
CC(C)CN1C(=O)c2ccc(C(=O)Nc3ccc(O)cc3C(=O)O)cc2C1=O	1	-10%	-0.6	0.3	-5%	-8%	2%	-22%
COc1ccc2c(OC)cc(=O)n(C)c2c1	4	11%	0.1	0.0	-4%	8%	0%	-3%
COc1cc(C(=O)NC(c2ccccc2)c2ccccc2)cc(Cl)c1OC	10	-3%	0.8	0.1	-3%	12%	-4%	-1%
CC(C)CC1Nc2ncnc(N3CCN(c4ccccn4)CC3)c2N(Cc2ccc(Cl)cc2)C1=O (stereo unspecified)	-4&7	u	-0.5&0.6	-3.2&-0.8	-8%&-16%	6%&11%	4%&14%	-5%&-10%
CCN(CC1COc2ccccc2O1)C(=O)c1ccc(Cl)c(S(=O)(=O)N2CC(C)OC(C)C2)c1 (stereo unspecified)	1	-13%	-0.5	-3.2	-8%	10%	7%	0%
CCOc1ccc(-n2nc(C(=O)NCCOC)c3ccccc3c2=O)cc1	-5	2%	2.1	0.1	-9%	-9%	-8%	1%
Fc1cccc(CSc2nc3ncc(Cl)cc3[nH]2)c1	-4	12%	1.0	2.5	-5%	-2%	-3%	-5%[11.6 µM]
NC(=O)CSC1=Nc2ccccc2C2=NC(CC(=O)NCc3cccs3)C(=O)N12 (stereo unspecified)	0	-10%	-0.1	-1.3	-18%	12%	8%	-6%
COc1ccc(C(=O)N2CCCCC2c2cc(C(=O)Nc3ccc(F)c(Cl)c3)no2)cc1 (stereo unspecified)	-6	-10%	-1.3	-0.6	-10%	12%	-1%	1%
COc1ccc(CCC(=O)Nc2nc(C)c(C(=O)N(C)C)s2)cc1	4	11%	-2.4	-1.3	-22%	14%	0%	10%
O=C(CCNS(=O)(=O)c1ccccc1)NNC(=O)c1csc(N2CCOCC2)n1	10	12%	1.9	-4.4	-1%	-1%	-3%	-2%
Cc1cccc(-n2c(SCc3cc(=O)n4ccsc4n3)nc3ccccc32)c1	-20	5%	-0.8	-1.5	-19%	7%	13%	-6%
Cc1ccc(N2NC(=O)/C(=C\c3cc4c(cc3[N+](=O)[O-])OCO4)C2=O)cc1C	-57*	u	-1.3	-0.4	9.5µM*	5%	10%	u
Cc1oc(-c2ccccc2F)nc1CS(=O)CC(=O)NC1CCCC1 (stereo unspecified)	-2	-16%	0.8	-1.2	-29%	-5%	6%	2%
Cc1ccc(C(=O)c2cc([N+](=O)[O-])ccc2N2CCCCC2)cc1C	17	19%	-0.1	-1.9	-8%	4%	5%	-14%
O=C(Nc1ccc(C(=O)N2CCOCC2)cc1)C1CC1	6	-12%	1.3	0.8	-6%	-2%	-7%	-3%
CC1(C)CC(NC(=O)CCc2nnc(CCCCc3ccccc3)o2)CCO1 (stereo unspecified)	4	5%	-0.9	-0.4	-3%	-2%	12%	-5%
O=C(NCCCN1CCCC1=O)c1cccc(S(=O)(=O)N2CCN(c3ccccc3)CC2)c1	-1	7%	0.7	-3.1	-5%	0%	-4%	-3%
CCCCNC(=O)c1onc(CSc2cccc(OC)c2)c1C(=O)O	-26	-14%	-0.1	0.3	-9%	-3%	-19%	12%
Cc1c(NC(=O)C(C)N2CC(C)OC(C)C2)c(=O)n(-c2ccccc2)n1C (stereo unspecified)	4	4%	0.3	-0.6	0%	2%	1%	2%
O=c1[nH]cnc2c([N+](=O)[O-])cccc12	-12	-11%	-1.5	0.3	-7%	11%	-7%	-4%
O=C(Nc1nc(-c2cccs2)c(-c2cccs2)s1)C1CCCC1	-4	-1%	1.0	-0.8	-1%	6%	12%	1%
Fc1cccc(CSc2ccc3nnc(-c4cccnc4)n3n2)c1	u	-12%	-30*	2.5	3%	7%	-5%	-11%
O=C(NC(=S)NCCc1ccccn1)c1ccccc1	1	15%	-0.7	-3.4	-16%	3%	7%	4%
O=C(Nc1cc([N+](=O)[O-])ccc1N1CCOCC1)c1cccs1	1	9%	0.4	-2.8	-8%	-3%	3%	5%
COc1ccc2cc(C(C)=O)c(=O)oc2c1	2	13%	-0.1	-0.7	-1%	3%	3%	-18%[57.1 µM]
Cc1cc(C(=O)N/N=C/C=C/c2ccc([N+](=O)[O-])cc2)n[nH]1	-3	-9%	0.7	-1.2	-4%	9%	4%	-24%
Cc1cc(=O)c(C(=O)O)nn1-c1ccccc1[N+](=O)[O-]	0	-2%	0.1	-1.4	-3%	11%	0%	-2%
COc1ccccc1C(=O)N(Cc1ccc(C)o1)C1CCS(=O)(=O)C1 (stereo unspecified)	-3	-5%	-1.1	-3.2	5%	-5%	-1%	-23%
O=C(O)c1cccc(NC(=O)c2ccccc2NC(=O)c2cccs2)c1	0	4%	0.1	-2.1	0%	-3%	-5%	9%
CCc1ccccc1N(CC(=O)N1CCCC1)S(C)(=O)=O	1	5%	-1.1	0.7	-2%	-1%	5%	7%
COc1ccc2cc(CCNC(=O)C3CCCC3)c(=O)[nH]c2c1	5	9%	0.2	-2.5	1%	3%	-2%	0%

CCT chaperon mod: what is marked active above.
mol	PI5P4K alpha inh	EPAC1 antagonist	CCT chaperon mod	PLK1 PBD block	EPAC2 ag	EPAC1 ag	WRN inhibitor
Fc1cccc(CSc2ccc3nnc(-c4cccnc4)n3n2)c1	u	-12%	-30*	3%	7%	-5%	-11%

Continuation:
SMILES	PI5P4K alpha inh	EPAC1 antagonist	CCT chaperon mod	IL-2 act	PLK1 PBD block	EPAC2 ag	EPAC1 ag	WRN inhibitor
COC(=O)c1c(C)cc(OC(C)=O)c(C)c1OC(C)=O	-6	4%	-1.4	1.8	-6%	10%	0%	5%
COc1ccccc1NC(=O)Cn1nnc(-c2ccccc2NC(=O)c2ccco2)n1	-1	8%	0.9	0.0	-4%	-85%[inhibitor][15.6 µM]	3%	u
O=C(Nc1ccc(S(=O)(=O)N2CCc3ccccc32)cc1)c1ccco1	x	8%	0.3	-2.5	-4%	4%	15%	-4%
CCSc1nnc(NC(=O)CCNC(=O)c2ccccc2Cl)s1	-3	-7%	-2.8	0.4	-6%	4%	1%	-29%
O=C(O)CCCCCNS(=O)(=O)c1cccc2c1C(=O)c1ccccc1C2=O	1	8%	1.2	0.4	-14%	-5%	-14%	-21%
CCCCOCCCNC(=O)N[C@H](C(=O)OC)C(C)C	3	1%	-4.8	-0.6	0%	1%	-2%	-12%
COc1ccc(/C=N\NC(=O)c2ccc(Cn3cc(Br)c([N+](=O)[O-])n3)o2)c(OC)c1C	7	-8%	2.1	-0.4	-6%	-1%	0%	-3%
CC(=O)Nc1ccc(NC(=O)c2c(-c3ccccc3Cl)noc2C)cc1	1	3%	2.4	-0.6	-1%	-1%	3%	-5%
Cc1ccc(-c2noc(C3CCCN(C(=O)c4ccccc4Br)C3)n2)cc1 (stereo unspecified)	18	-15%	-4.0	-0.7	-6%	10%	10%	-5%
COc1cccc(/C=N/NC(=O)c2cccc3ccccc23)c1OC	3	5%	-1.3	0.9	1%	-1%	0%	1%

Assay outcomes (PubChem BioAssay)
